Jurkat NFkB inh – inhibitors of the PMA/ionomycin-induced NF-kB reporter in Jurkat cells; PMA/ionomycin-induced NF-kB luciferase reporter, luminescence; inhibition, % at 4 µM; 0.53% of 330,000 active
SENP7 block – SENP7 protease inhibition; recombinant SENP7, Z-RLRGG-aminoluciferin luminescence, 40 min; AID 434973; 1.5% of 330,000 active; Q9BQF6; inhibition, % at 5 µM;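 active means inhibition above about 50% at the single test dose, limit read from the data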;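 further: plate controls were DMSO with enzyme for no effect and no enzyme buffer wells for full effect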
Apaf1 inhib – human Apaf-1 inhibition | reconstituted apoptosome caspase-3 activity, DEVD-Rh110 fluorescence | inhibition, % at 20 µM | 0.71% of 330,000 active | AID 489030; active means inhibition of at least 40% at 20 µM;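 further: plate controls were DMSO wells for no effect and DEVD-CHO caspase inhibitor wells for full effect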
Target sequence (O14727 whole entry, looked up): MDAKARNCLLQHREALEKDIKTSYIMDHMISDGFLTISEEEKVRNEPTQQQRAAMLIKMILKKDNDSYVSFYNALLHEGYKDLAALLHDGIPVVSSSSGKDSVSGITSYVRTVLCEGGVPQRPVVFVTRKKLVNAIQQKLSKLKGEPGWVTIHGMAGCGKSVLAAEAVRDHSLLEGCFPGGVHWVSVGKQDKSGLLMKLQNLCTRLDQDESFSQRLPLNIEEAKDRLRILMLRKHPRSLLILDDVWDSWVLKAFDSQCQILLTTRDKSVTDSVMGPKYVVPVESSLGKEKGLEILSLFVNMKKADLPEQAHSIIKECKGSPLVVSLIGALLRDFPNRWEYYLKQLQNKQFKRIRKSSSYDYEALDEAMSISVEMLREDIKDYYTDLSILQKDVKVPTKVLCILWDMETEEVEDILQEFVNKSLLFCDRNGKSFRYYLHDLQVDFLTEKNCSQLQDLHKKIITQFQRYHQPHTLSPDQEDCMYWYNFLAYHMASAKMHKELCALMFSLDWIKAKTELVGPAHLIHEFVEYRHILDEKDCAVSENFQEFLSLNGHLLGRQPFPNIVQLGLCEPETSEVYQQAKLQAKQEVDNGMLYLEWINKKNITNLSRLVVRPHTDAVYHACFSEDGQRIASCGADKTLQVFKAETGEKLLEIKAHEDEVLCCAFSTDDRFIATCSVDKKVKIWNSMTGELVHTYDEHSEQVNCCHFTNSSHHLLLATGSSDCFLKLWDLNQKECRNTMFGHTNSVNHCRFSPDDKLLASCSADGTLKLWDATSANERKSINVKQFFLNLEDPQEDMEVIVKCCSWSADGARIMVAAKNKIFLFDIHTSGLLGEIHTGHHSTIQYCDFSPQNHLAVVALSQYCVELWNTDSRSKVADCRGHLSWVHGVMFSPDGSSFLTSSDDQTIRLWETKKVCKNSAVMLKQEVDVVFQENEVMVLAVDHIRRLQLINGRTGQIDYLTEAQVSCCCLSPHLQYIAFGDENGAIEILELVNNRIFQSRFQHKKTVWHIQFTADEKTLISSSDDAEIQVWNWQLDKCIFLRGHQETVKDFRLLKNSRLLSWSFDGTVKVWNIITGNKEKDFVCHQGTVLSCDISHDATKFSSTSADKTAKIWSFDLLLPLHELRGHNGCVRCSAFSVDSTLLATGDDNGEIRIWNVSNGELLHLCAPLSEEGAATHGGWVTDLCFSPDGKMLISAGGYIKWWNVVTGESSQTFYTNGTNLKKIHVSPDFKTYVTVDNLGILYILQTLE
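Material: cell-free apoptosome with Apaf-1, procaspase-3 and caspase-9; Buffer or medium: Hepes pH 7.5 with detergent and BSA; Reagent: cytochrome c trigger plus (Z-DEVD)2-Rh110 caspase-3 substrate; Times: compound with Apaf-1, dATP, procaspase-3 30 min, then 50 min reaction, room temperature; Technique: Rh110 fluorescence intensity.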
697 NFkB inh – lowers PMA/ionomycin-induced NF-kB signal in 697 B cells | 697 B-cell NF-kB luciferase reporter, 16 h | inhibition, % at 4 µM | 0.33% of 330,000 active | AID 435022; in the data active means inhibition above about 35%
UBC13 polyUb – human UBC13 polyubiquitination inhibition; AID 485273; 0.47% of 330,000 active; inhibition, % at 20 µM; UBC13 polyubiquitin chain formation, TR-FRET; P61088; in the data active means inhibition above about 45%, passing the limit was not always enough
Gli-Sufu block – Gli-Sufu pathway antagonism. Sufu-KO-LIGHT fibroblasts, Gli luciferase reporter luminescence. AID 588413. 0.74% of 340,000 active. inhibition, % at 5 µM;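 active means inhibition above about 55%, limit read from the data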;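 further: 0% = DMSO-treated cells and 100% = wells with medium but no cells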
HKDC1 inh – inhibitors of human hexokinase HKDC1. Q2TB90. recombinant HKDC1, G6PDH/diaphorase resazurin coupled fluorescence. 0.16% of 340,000 active. AID 493160. inhibition, % at 20 µM;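 active means inhibition above about 35% when tested at 20 µM, limit read from the data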;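 further: plate controls were DMSO wells with enzyme for no effect and DMSO wells lacking enzyme for full effect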
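Material: recombinant HKDC1 hexokinase; Amount: HKDC1 at 5 µg/mL; Medium: Tris pH 8.0 buffer with MgCl2, Tween-20, BSA, BME; Schedule: 90 min reaction incubation at room temperature, dark; Technique: coupled resazurin fluorescence, excitation 525 nm, emission 613 nm.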
SENP8 block – inhibitors of human SENP8 protease. inhibition, % at 10 µM. purified SENP8, Z-RLRGG-aminoluciferin cleavage, luminescence. 1.2% of 330,000 active
* marks the source's active call; other numbers are inactive results; · = no result given. Unless noted, no stated cut-off is given here; in the data, active means inhibition above about 50%; inactive means the rest.

SMILES	Jurkat NFkB inh	SENP7 block	Apaf1 inhib	697 NFkB inh	UBC13 polyUb	Gli-Sufu block	HKDC1 inh	SENP8 block
Cc1cc(Cl)c(S(=O)(=O)NC2CCCC2)cc1OCC(=O)NC1CCCCC1	33.7	2.1	5.8	-28.0	5.5	21.9	-1.1	0.9
N#Cc1ccc(-c2csc(NNC(=O)c3ccc(Br)cc3)n2)cc1	-1.3	17.4	15.4	5.6	-11.4	0.8	-2.0	-9.0
O=c1cc(-c2ccc(C3CCCCC3)cc2)[nH][nH]1	-7.0	-0.6	22.5	-0.1	-22.3	-11.3	-4.4	3.4
Cc1csc(SC(C)C(=O)NC2CCCCC2C)n1 (configuration not stated)	-4.3	-12.9	-0.6	11.8	6.0	-4.7	-8.6	7.6
COc1ccccc1OC1=NS(=O)(=O)c2ccccc21	-10.2	9.1	-2.1	19.9	1.1	-0.7	-7.3	-9.6
Cc1onc(-c2ccccc2Cl)c1C(=O)Nc1ccc(-n2nncc2C(C)(C)C)cc1	-13.3	1.5	5.0	3.8	7.8	3.7	-5.5	5.1
CC(CCN1CCN(c2ccccn2)CC1)c1ccccc1 (configuration not stated)	-13.6	-2.2	-10.2	4.7	9.5	24.8	-9.1	1.8
CCOC(=O)c1ccc(NC(=S)N(CCCN2CCCCCC2)Cc2ccco2)cc1	-0.5	6.4	9.7	-4.6	16.0	12.7	-1.2	-7.2
CCc1ccc(C(=O)OCC(=O)NCCNC(=O)COC(=O)c2ccc(CC)cc2)cc1	18.2	3.9	-12.1	-9.6	-1.8	5.0	-5.0	-3.1
O=C(C1CCCN(S(=O)(=O)c2cnc[nH]2)C1)N1CCN(Cc2ccccc2)CC1 (configuration not stated)	6.4	-0.3	40.5*	3.5	-3.5	0.6	-5.3	-7.6

Copied from the list.
In HKDC1 inh, CCOC(=O)c1ccc(NC(=S)N(CCCN2CCCCCC2)Cc2ccco2)cc1 is listed with -1.2
In SENP8 block, CC(CCN1CCN(c2ccccn2)CC1)c1ccccc1 (configuration not stated) is listed with 1.8

Going on with the list.
SMILES	Jurkat NFkB inh	SENP7 block	Apaf1 inhib	697 NFkB inh	UBC13 polyUb	Gli-Sufu block	HKDC1 inh	SENP8 block
Cc1nn(-c2ccccc2)c(C)c1/C=C1\C(=O)N(C)C(=S)N1C	5.6	4.9	10.5	1.4	7.3	-0.4	17.7	2.8
CCOC(=O)C1=C(COC(=O)COc2ccc(C(=O)CC)cc2)NC(=O)NC1C (configuration not stated)	-0.4	5.5	8.9	6.4	2.2	-8.4	-5.0	-6.1
COc1ccc(/C=C2/S/C(=N/S(=O)(=O)Cc3ccccc3)NC2=O)cc1OC	2.0	-0.2	-18.8	22.7	4.9	-0.5	0.7	1.2
O=C(O)c1cccc(Nc2ccc([N+](=O)[O-])cn2)c1	12.7	92.6*	-16.1	0.9	-4.8	-18.1	-0.8	89.5*
COc1ccc(/C=N/n2c(=O)[nH]c3c([nH]c4ccc(F)cc43)c2=O)cc1CN1CCCCC1	-1.9	-5.9	-1.0	-8.7	-4.7	-9.2	-0.7	-0.4
O=C(NNc1ccccc1)C(=O)NNS(=O)(=O)c1ccc(CCCl)cc1	-3.4	0.4	-16.9	0.7	4.5	-7.3	-8.6	-3.9
Cc1cc2ncn(C(=O)c3cc(-c4ccccc4)nc4ccccc34)c2cc1C	1.6	-0.1	0.5	-4.9	10.2	-4.1	17.1	-2.3
O=S1(=O)c2ccccc2N=NN1Cc1ccc(Cl)cc1	-3.5	-9.0	10.0	-5.7	-13.2	-0.9	3.2	-10.6
COc1ccc(NC(=O)c2nnn(CC(=O)Nc3ccc4c(c3)OCO4)c2N)cc1OC	7.8	4.6	-15.5	14.0	-2.1	-6.1	2.5	0.9
COc1ccccc1-c1nnc2n1N=C(c1ccc(OC(F)F)c(OCC3CC3)c1)CS2	21.8	4.7	29.2	-51.1	14.8	23.1	-8.9	-3.7
Cc1ccc(Sc2c(CO)c(-c3ccccc3)nn2C)cc1	39.0	-1.5	6.5	-52.4	-2.6	40.5	0.5	-0.3
COc1ccc(C(=O)NC(C)c2ccc(-n3ccnc3)cc2)cc1S(=O)(=O)N1CCOCC1 (configuration not stated)	-11.9	-6.2	12.1	-4.6	3.4	6.0	0.0	-16.5
O=C(O)CC12CC3CC(C1)CC(n1ncc(NCc4ccccc4Cl)c(Cl)c1=O)(C3)C2	1.6	4.1	-6.8	8.4	4.1	4.3	-1.9	4.7
CC(C)(C)NC(=O)C1N(c2cccnc2)C(=O)C2C(C(=O)Nc3ccccc3F)C3(C)C=CC21O3 (configuration not stated)	-1.3	-0.8	2.6	5.7	-3.1	3.5	-0.8	2.8
C#CC(CC)(CC)NC(=O)c1cc(S(=O)(=O)N2CCCCC2)ccc1N1CCOCC1	4.2	-3.5	-1.8	6.9	0.6	-3.2	-4.8	3.7
Cc1ccc(N(NC(=O)C(O)(c2ccccc2)c2ccccc2)C(=O)CCl)cc1	-7.4	-8.3	20.0	-2.5	-4.9	3.0	3.7	-13.2
COc1cc(C2Nc3ccccc3NC3=C2C(=O)CC(C)(C)C3)cc(OC)c1OC(C)=O (configuration not stated)	3.3	6.3	-1.6	11.6	2.6	-6.1	-4.7	0.7
Oc1ccc(CN2CCCc3ccccc32)c2cccnc12	-8.6	0.7	12.4	-113.9	18.3	10.3	-11.9	2.3
O=[N+]([O-])c1cccc(NC(=S)N2CCOCC2)c1	13.3	3.8	-3.1	1.6	3.8	-0.8	0.0	-1.6
C[C@@H]1CCC[C@@]2(O[C@@H](CCO)C[C@H](O)[C@H]2O)O1	-7.3	7.8	-4.9	-16.8	-10.2	-14.4	-6.7	-2.8

Single records, from the list above.
Oc1ccc(CN2CCCc3ccccc32)c2cccnc12 as listed: Jurkat NFkB inh: -8.6; SENP7 block: 0.7; Apaf1 inhib: 12.4; 697 NFkB inh: -113.9; UBC13 polyUb: 18.3; Gli-Sufu block: 10.3; HKDC1 inh: -11.9; SENP8 block: 2.3
Cc1ccc(Sc2c(CO)c(-c3ccccc3)nn2C)cc1 as listed: Jurkat NFkB inh: 39.0; SENP7 block: -1.5; Apaf1 inhib: 6.5; 697 NFkB inh: -52.4; UBC13 polyUb: -2.6; Gli-Sufu block: 40.5; HKDC1 inh: 0.5; SENP8 block: -0.3

Next part
SMILES	Jurkat NFkB inh	SENP7 block	Apaf1 inhib	697 NFkB inh	UBC13 polyUb	Gli-Sufu block	HKDC1 inh	SENP8 block
CCOC(=O)C1(Cc2cccc(OC)c2)CCN(Cc2cccc3cnccc23)CC1	15.8	1.8	9.8	-15.6	0.9	16.2	2.8	0.1
O=C(NCCc1ccc(OC(F)F)cc1)C1CC(=O)N(c2ccc3c(c2)OCCO3)C1 (configuration not stated)	-0.2	1.8	-7.7	28.6	14.5	·	-2.5	4.1
CCOc1ccc(CNC(=O)c2ccc3c(c2)N(CC)CCS3)cc1	-0.3	-8.3	25.7	-26.2	17.4	15.7	1.4	-13.9
CC(C)CC1(C(=O)NCCc2c[nH]c3ccccc23)C=CCN1C(=O)c1ccccc1 (configuration not stated)	-15.3	-12.2	12.1	-17.8	0.7	-6.1	-3.9	-9.0
Cc1onc(-c2ccccc2Cl)c1C(=O)Nc1nc2ccc(S(C)(=O)=O)cc2s1	-15.0	-12.1	13.4	-4.6	-12.1	-10.8	-5.8	-0.8
C=CCNC(=O)Nc1ccc(OCC)cc1	6.1	3.2	-12.0	16.3	5.9	-9.9	-7.1	-0.5
Cc1ccc(C(C(=O)NC2CCCC2)N(Cc2cccs2)C(=O)c2csnn2)o1 (configuration not stated)	-14.3	-4.3	14.7	-4.7	-24.2	3.0	-0.9	-4.5
O=C(OCC#CCSc1nnc(-c2cccc3ccccc23)o1)c1ccc(Cl)cc1	6.9	-5.0	24.0	-6.8	8.6	-14.6	-1.8	-13.9
O=C(NCc1ccc2c(c1)OCO2)C(=O)NCC1OCCN1S(=O)(=O)c1ccccc1 (configuration not stated)	-10.2	1.4	-3.4	2.0	0.2	-2.4	-3.4	4.4
O=C(NC1CCCc2ccccc21)c1ccc(=O)[nH]c1 (configuration not stated)	-6.7	4.7	0.7	-24.3	0.2	-3.1	2.1	4.4

Reprinted from above for reference:
SMILES	Jurkat NFkB inh	SENP7 block	Apaf1 inhib	697 NFkB inh	UBC13 polyUb	Gli-Sufu block	HKDC1 inh	SENP8 block
C=CCNC(=O)Nc1ccc(OCC)cc1	6.1	3.2	-12.0	16.3	5.9	-9.9	-7.1	-0.5
Cc1ccc(C(C(=O)NC2CCCC2)N(Cc2cccs2)C(=O)c2csnn2)o1 (configuration not stated)	-14.3	-4.3	14.7	-4.7	-24.2	3.0	-0.9	-4.5

Following part:
SMILES	Jurkat NFkB inh	SENP7 block	Apaf1 inhib	697 NFkB inh	UBC13 polyUb	Gli-Sufu block	HKDC1 inh	SENP8 block
CCCOC(=O)CC1C(=O)NCCN1Cc1ccccc1C (configuration not stated)	1.3	-3.0	12.7	8.7	-0.3	2.3	-2.0	-8.6
COc1cc(C2NC(=O)NC(C)=C2C(=O)OC2CCCC(C)C2)cc(Br)c1O (configuration not stated)	21.5	3.7	18.1	0.3	4.2	0.8	3.0	3.3
COC(=O)N/N=C/c1cc(Cl)cc(Cl)c1OCc1ccccc1F	-12.0	11.0	8.5	-13.7	5.3	8.1	-2.5	0.5
O=C(CN1CCN(c2ccccn2)CC1)N1c2ccccc2CCc2ccccc21	-4.7	4.2	-10.2	3.2	9.0	4.2	5.2	2.8
Cc1c(S(=O)(=O)N2CCCC(C)C2)c(=O)n(C)c(=O)n1C (configuration not stated)	-4.4	-8.6	-0.1	12.2	1.8	-24.5	-2.2	-5.3
C=C(C)C1CC=C(C)/C(=N\NC(=O)CCc2ccccc2)C1 (configuration not stated)	2.7	3.9	9.2	4.5	16.6	-2.8	13.0	-1.9
O=C(NNC(=O)C1CC=CCC1C(=O)O)c1ccc(Cl)cc1 (configuration not stated)	4.8	4.5	3.5	9.3	3.9	3.5	2.6	-6.2
COCCn1c(N2CCN(c3ccc(OC)cc3)CC2)nc2c1c(=O)n(C)c(=O)n2C	5.2	-1.6	-18.7	29.6	5.1	13.2	-10.8	0.2
COc1cccc(NC(=S)NC(=O)c2c(Cl)c(C)nn2C)c1	0.3	3.7	-9.2	-17.4	-0.2	-24.8	6.4	0.0
O=S(=O)(NCc1cccs1)c1ccc(Br)s1	16.0	-11.7	-5.0	-12.5	7.5	·	·	-9.1
CC(=O)NCCOC(=O)Nc1ccncc1	-2.4	-5.5	-0.7	7.6	-1.6	-3.7	-12.4	-12.5
O=C(O)CC(NC(=O)C12CC3CC(CC(C3)C1)C2)c1cc([N+](=O)[O-])ccc1Cl (configuration not stated)	6.6	1.2	-6.3	13.1	20.4	-8.8	6.3	-2.1
Cc1sc2ncnc(SCC(=O)N3CCCC3)c2c1C	8.3	-1.8	7.2	-1.6	-4.5	0.4	-3.5	5.4
CCOC(=O)C1(Cc2ccc(Cl)cc2)CCN(C(=O)c2ccoc2)CC1	8.5	-0.6	7.7	-8.0	-2.1	4.8	-5.1	-5.1
Cc1ccccc1OCCC(=O)N(CC(C)C)c1c(N)n(Cc2ccccc2)c(=O)[nH]c1=O	0.7	1.4	-0.6	10.5	3.8	3.5	-0.3	-6.8
CN(C(=O)CN1C(=O)S/C(=C\c2cccc(Cl)c2)C1=O)C1CCS(=O)(=O)C1 (configuration not stated)	3.6	-13.5	4.9	-24.9	-16.0	13.1	5.7	-17.1
COc1ccc(C2C(C(=O)c3ccco3)=C(O)C(=O)N2CC2CCCO2)cc1OC (configuration not stated)	-5.0	-2.6	11.6	-28.9	-4.7	22.7	-3.5	-7.2
Cc1oc(-c2ccccc2Cl)nc1CS(=O)(=O)CC(=O)NCCN1CCOCC1	-3.7	-6.2	4.3	19.5	8.8	-1.7	3.3	3.4
COC(=O)[C@H](Cc1ccccc1)NC(=O)Cn1ccc(NC(=O)OCc2ccccc2)nc1=O	-12.2	2.9	-0.4	-23.6	-9.6	-28.6	-2.0	6.8
Nc1ccc(S(N)(=O)=O)cc1N	6.8	1.5	-26.4	-19.4	-13.5	-21.5	7.6	7.5

Assay outcomes as filed in PubChem.
